AID2073: inhibitors of Mint1-CaV2.2 protein interaction, biochemical, HTRF (AID 2073); HTRF protein-protein interaction, Mint1-CaV2.2; higher % means a stronger effect; inhibition, % at 20 µM, or IC50 in µM where a hit was titrated; actives 0.19% (n = 290,000); in the data active means inhibition mostly above about 51%, no sharp cut-off; inconclusive means no clear call, values can overlap the other calls; inactive means mostly below about 53%; further: some results filed as inactive read as strong as hits
NS5 inhibitors: flavivirus cap methylation enzyme inhibition – biochemical, confirmation dose response, primary screen (AID 588689); Dengue-2 NS5 methyltransferase capping enzyme assay, biochemical; higher % means a stronger effect; actives 0.3% (n = 340,000); inhibition, % at 25 µM; hits with a dose series show IC50 in µM; in the data active means a potency from the dose series; inconclusive means inhibition above about 29% without an active follow-up result
NTR1 ag: agonists of NTR1, primary screen, imaging, U2OS cells, beta-arrestin-GFP, high content (AID 493036) | P30989 | NTR1-U2OS beta-arrestin-GFP spot imaging, agonist mode | activation, % at 20 µM | actives 0.17% (n = 330,000);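 active means activation at or above 40% of the spot to cytoplasm intensity ratio, with at least 20 cells analyzed; inconclusive means wells under 20 cells, flagged as cytotoxic or low count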;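 further: 0% = DMSO without peptide and 100% = 100 nM NTR1 peptide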
Target sequence (P30989 whole entry, looked up): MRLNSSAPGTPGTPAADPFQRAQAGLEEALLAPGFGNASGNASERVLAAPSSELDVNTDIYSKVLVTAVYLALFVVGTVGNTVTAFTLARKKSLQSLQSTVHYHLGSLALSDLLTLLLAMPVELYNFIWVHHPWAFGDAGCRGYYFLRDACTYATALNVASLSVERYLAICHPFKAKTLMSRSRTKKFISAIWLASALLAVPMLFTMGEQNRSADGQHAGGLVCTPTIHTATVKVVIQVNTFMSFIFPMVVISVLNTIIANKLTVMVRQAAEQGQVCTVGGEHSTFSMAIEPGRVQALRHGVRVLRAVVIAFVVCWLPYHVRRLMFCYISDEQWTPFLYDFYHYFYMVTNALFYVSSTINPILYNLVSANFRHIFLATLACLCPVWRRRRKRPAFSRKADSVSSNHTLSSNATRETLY
GPR55 activation: GPR55 agonists via beta-arrestin recruitment, primary screen, imaging, U2OS cells, beta-arrestin-GFP redistribution (AID 1961); U2OS GPR55 beta-arrestin-GFP redistribution imaging; higher % means a stronger effect; actives 0.048% (n = 290,000); one-dose activation, % at 10 µM; EC50 in µM for titrated hits;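 active means activation above 40% with more than 50 cells counted in the well; inconclusive means wells holding fewer than 50 cells, flagged as toxic or sparse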;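 further: U2OS osteosarcoma cells stably expressing GPR55 and beta-arrestin-GFP; plate controls were DMSO negative control for no effect and LPI positive control for full effect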
GPR35 antagonists: GPR35 antagonists blocking zaprinast-driven arrestin recruitment, primary screen, imaging, U2OS, beta-arrestin-GFP, zaprinast agonist (AID 2058) | U2OS GPR35 beta-arrestin-GFP translocation imaging, zaprinast antagonism; higher % means a stronger effect | one-dose inhibition, % at 10 µM; IC50 in µM for titrated hits | actives 0.052% (n = 290,000);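 active means inhibition of at least 50% with at least 30 cells and total cytoplasm GFP at most 10,000,000; inconclusive means under 30 cells or total GFP of 10,000,000 plus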
MgcRacGAP inhibition: MgcRacGAP GTPase-activating activity inhibitors, confirmation, biochemical, ADP Hunter fluorescence; inhibition, % at 30 µM, or IC50 in µM where a hit was titrated; MgcRacGAP-stimulated Rac1 GTP hydrolysis, ADP Hunter fluorescence; higher % means a stronger effect; GST-tagged Rac1 F28L mutant substrate; AID 624330; actives 0.6% (n = 340,000);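 active means first-screen hits whose inhibition reached a set limit at any dose in the follow-up dose series; inconclusive means inhibition above the set first-screen limit but never retested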;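 further: fluorescence reports GDP produced by GAP-driven GTP hydrolysis; strong numbers were not always called active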
GPR55 LPI antagonism: inhibition of LPI-stimulated GPR55 beta-arrestin translocation – imaging, U2OS, beta-arrestin-GFP, LPI agonist, primary screen (AID 2013) | U2OS GPR55 beta-arrestin-GFP translocation imaging, LPI antagonism; higher % means a stronger effect | inhibition, % at 10 µM; hits with a dose series show IC50 in µM | actives 0.13% (n = 290,000);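 active means spots per cell inhibited over 60%, with over 100 cells counted and total cytoplasm intensity under 500,000; inconclusive means wells with under 100 cells, flagged as likely toxic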;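 further: U2OS cells stably carrying GPR55 and arrestin-GFP stimulated by 5 µM LPI near EC80; imaged beta-arrestin-GFP aggregate spots per cell after agonist stimulation; plate controls were LPI-stimulated DMSO wells for no effect and DMSO wells without LPI for full effect; some results filed as inactive read as strong as hits; confirmed hits need IC50 under 10 µM and bright autofluorescent wells are also inconclusive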
Yfh1-depleted yeast: mitochondrial function rescue without frataxin homolog – Friedreich's ataxia, plus single-dose screen, dose response (AID 1465); S. cerevisiae Yfh1-off respiration, WST-1 reduction, 72 h; higher fold induction means a stronger effect; one-dose fold induction at 50 µM; EC50 in µM for titrated hits; actives 0.074% (n = 220,000);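 active means fold induction of absorbance versus untreated yeast above a set limit, then at least 30% activation at any dose in follow-up; inconclusive means repeats straddling the limit, or above it without dose testing; inactive means fold induction below the set limit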;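 further: activators that raise dye reduction in frataxin-depleted yeast; strong numbers were not always called active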
Large T inhibition: TAg ATPase/helicase activity blockers – biochemical (AID 1903) | SV40 large T antigen ATPase/helicase inhibition assay; higher % means a stronger effect | actives 0.39% (n = 310,000) | inhibition, % at 20 µM; hits with a dose series show IC50 in µM; in the data active means a potency from the dose series; inconclusive means inhibition mostly from about 32% at the one dose, without a potency; inactive means the rest, 99 in 100 with inhibition below about 32%; further: strong numbers were not always called active
NTR1 ag cell count 20 µM: second read-out of NTR1 ag, no call of its own (marks repeat the call); cell count; measured here: cell count, cytotoxicity flag
NS5 inhibitors pilot replicate: also measured in NS5 inhibitors; calls as there; inhibition, %; measured here: pilot screen replicate inhibition
Starred values were filed as active, the others as inactive; i = inactive; u = inconclusive; x = no result given; & = joins results of further samples.

SMILES | AID2073 | NS5 inhibitors | NTR1 ag | NTR1 ag cell count 20 µM | GPR55 activation | GPR35 antagonists | MgcRacGAP inhibition | GPR55 LPI antagonism | Yfh1-depleted yeast | Large T inhibition | others
COC(=O)C(C)Sc1nnc2n(-c3cccc(C)c3)c(=O)c3c4c(sc3n12)CCCC4 (stereo not drawn) | -2% | 1% | 8.0 | 51 | -0.1% | -15% | -1% | 0% | i | 13%
COCCSc1ccccc1C(=O)Nc1cc(C)cc(C)c1 | 32% | -13% | 3.0 | 45 | 0.9% | -20% | 0% | 3% | i | 3%
O=C(CN1C(=O)NC2(CCCc3ccccc32)C1=O)NC1CCCCC1 (stereo not drawn) | x | -4% | -0.2 | 47 | x | x | 1% | x | x | 10%
C/C(=N/NC(=O)c1ccc2c(c1)OCO2)c1cccc(NC(=O)C(C)(C)C)c1 | 4% | -5% | -0.4 | 47 | 0.4% | -15% | 2% | 1% | i | 2%
Nc1nc(SCCOc2ccccc2)n[nH]1 | -14% | -5% | -2.0 | 84 | -0.2% | -13% | 5% | -2% | i | 2%
CCc1ccc(NC(=O)CCc2nc3sc4c(c3c(=O)[nH]2)CCCC4)cc1 | x | 10% | 5.9 | 70 | x | x | 5% | x | x | 14%
CC(Sc1nc2ccccc2[nH]1)C(=O)NC1CCCCC1C (stereo not drawn) | 6% | -11% | -0.6 | 57 | 0.0% | -3% | 10% | 12% | x | 2%
CCOC(=O)CSc1ccc2nnc(-c3cccs3)n2n1 | 11% | 1% | 0.4 | 58 | -0.4% | 6% | 14% | -9% | i | 4%
CCOC(=O)CNC(=O)CN1CCCN(S(=O)(=O)c2ccc(Br)s2)CC1 | 17% | 13% | 0.7 | 48 | 0.2% | 24% | 5% | 6% | x | 4%
Cc1ccc(CNc2ccc(N3C(=O)CCCC3=O)cc2[N+](=O)[O-])cc1 | -1% | -1% | 1.8 | 66 | 0.6% | -9% | 9% | -14% | i | 6%
CCc1nn(CC(=O)NCCCc2ccccc2)c(=O)c2cc3c(OC)cccc3n12 | 22% | -5% | 0.1 | 48 | 0.3% | 6% | 13% | 4% | x | 12%
CC(C)CC(COCc1ccc(Cl)cc1)N1CCN(C(=O)c2ccc(Cl)cc2Cl)CCC1=O (stereo not drawn) | 2% | -6% | 11 | 100 | -0.2% | -13% | 5% | 11% | i | 2%
Cc1ccc(/C=C/C(=O)N2CCN(c3cccc(C(F)(F)F)c3)CC2)cc1 | 9% | 4% | 3.3 | 66 | 0.0% | 12% | 10% | 4% | i | 8%
CN(C)S(=O)(=O)c1ccc(C(=O)NCC(=O)N/N=C/c2ccccc2Cl)cc1 | -7% | -7% | -0.6 | 101 | -0.1% | -8% | 9% | -14% | i | -2%
O=C(NCCN1CCOCC1)C1CCC(=O)N1Cc1ccccc1Cl (stereo not drawn) | -1% | 2% | 0.9 | 43 | -0.2% | -4% | 10% | 12% | i | 10%
Cc1ccc(NC(=O)CC2Oc3ccc(C)cc3NC2=O)cc1 (stereo not drawn) | -4% | 4% | x | x | -0.1% | 23% | 9% | 5% | i | 2%
CCCc1nc2sc3c(c2c(=O)[nH]1)CCCC3 | 5% | 1% | 0.2 | 70 | -0.2% | -5% | 6% | 9% | i | -4%
CSc1ccccc1-c1nnc(-c2ccc(C)cc2)o1 | 37% | -5% | 1.7 | 54 | 0.0% | 0% | 6% | 16% | i | 20%
O=C(Nc1ccccc1-c1ccccc1)C1CCCN(c2ncccn2)C1 (stereo not drawn) | 0% | 0% | 0.1 | 89 | -0.2% | 7% | 8% | 3% | i | 9%
CC1CCN(C(=O)CN(c2ccc3c(c2)OCCO3)S(=O)(=O)c2ccccc2)CC1 | 9% | -3% | 1.8 | 65 | -0.2% | -7% | 6% | -17% | x | 2%
NS(=O)(=O)c1cc(C(=O)OCC(=O)Nc2ccc(N3CCCCC3)cc2)ccc1Cl | 12% | -8% | 1.8 | 61 | 0.2% | 5% | 18% | -5% | i | 12%
O=C(NC1CC1)C1=C[C@@H](c2ccc(C(F)(F)F)cc2)C[C@@H](OCc2ccc(CO)cc2)O1 | x | 2% | 0.2 | 94 | x | x | 5% | x | i | 9%
Cc1c(C(=O)OCC(=O)NC(C)c2ccccc2)oc2ccccc12 (stereo not drawn) | 5% | -3% | -1.3 | 70 | -0.1% | 12% | 9% | u | x | 15%
O=C(Oc1ccccc1/C=C\C(=O)c1cc2ccccc2o1)c1cccc(F)c1 | 10% | -3% | 32 | 65 | 1.6% | 4% | 8% | 16% | i | 1%
COc1ccc(/C=N/OC/C(O)=C(\C#N)c2nc3ccccc3[nH]2)cc1 | 22% | -1% | 6.4 | 82 | 0.0% | 9% | 6% | 4% | i | -2% | NS5 inhibitors pilot replicate=2.4

The listing continues.
SMILES | AID2073 | NS5 inhibitors | NTR1 ag | NTR1 ag cell count 20 µM | GPR55 activation | GPR35 antagonists | MgcRacGAP inhibition | GPR55 LPI antagonism | Yfh1-depleted yeast | Large T inhibition | others
COc1ccc(OC)c(NC(=O)CN(C)CC(=O)Nc2ccccc2Cl)c1 | 41% | -3% | 1.0 | 86 | 0.4% | -3% | 7% | -1% | x | 10%
COc1ccccc1C1=Nn2c(COc3ccccc3)nnc2SC1 | 29% | x | 4.6 | 48 | -0.4% | -4% | x | 20% | i | 6%
CCOC(=O)c1sc(NCC2CCCO2)nc1C (stereo not drawn) | -15% | 1% | 0.9 | 39 | -0.1% | -2% | -2% | 4% | i | 1%
Cc1cc[n+](CC(=O)Nc2nc3ccccc3s2)cc1 | -2% | -2% | -1.0 | 39 | 0.2% | -1% | 2% | 3% | i | 5%
CCn1cc(C(=O)NCC(=O)NC(C)(C)CO)c(=O)c2cc3c(cc21)OCO3 | 8% | 1% | 0.4 | 78 | 0.0% | 6% | 9% | 0% | x | 9%
O=C(Cc1ccccc1)N/N=C/c1ccccc1Cl | -5% | -9% | 3.6 | 58 | -0.1% | 6% | 11% | 18% | i | -1%
Cc1occc1C(=O)NNC1=CC(=O)CC(C)(C)C1 | 0% | -7% | -1.5 | 56 | 0.7% | -2% | 6% | -3% | i | 10%
COc1cccc(NC(=O)Nc2ccc3c(c2)nc(C)n3C)c1 | 10% | -8% | 0.3 | 64 | 0.2% | 1% | 19% | -2% | i | x
Cn1c(SCC(=O)Nc2ccc(Cl)cc2)nc(O)cc1=O | 6% | 2% | -0.4 | 52 | 0.3% | -6% | 11% | -6% | i | 7%
CCOC(=O)c1cnc2c(N=Nc3ccccc3)c(N)nn2c1N | 4% | -9% | 3.6 | 78 | 0.2% | 3% | 5% | 16% | i | 11%
CCOC(=O)C1CCCN(CC(=O)Nc2c(C(=O)OC)[nH]c3ccc(Cl)cc23)C1 (stereo not drawn) | -4% | 1% | 4.0 | 35 | -0.1% | -14% | 11% | 5% | i | 3%
Cc1[nH]c(C)c(S(=O)(=O)N2CCN(c3cccc(Cl)c3)CC2)c1C(=O)N1CCCC1 | -5% | 5% | 1.3 | 81 | -0.1% | -3% | -6% | 0% | x | 6%
O=c1cc(O)nc(SCc2ccccc2)n1-c1ccccc1 | 0%&-1% | -6%&2% | 3.1&0.7 | 74&92 | -0.3%&0.7% | -1%&13% | -2%&3% | -3%&-6% | i | 9%&29%
CCOc1ccccc1-n1nnnc1SCC(=O)Nc1cc2oc3ccccc3c2cc1OC | 4% | -8% | 1.6 | 47 | -0.2% | -2% | 3% | 2% | i | 11%
CN(C)c1ccnc(NCc2ccccc2)c1C#N | 3% | 2% | -1.1 | 77 | 0.7% | 15% | 6% | 0% | i | 1%
O=c1c2ccccc2nc2sc3ccccc3n12 | 28% | 3% | 0.7 | 44 | -0.5% | 6% | 4% | -22% | i | -6%
CCOC(=O)C1CCC/C1=N\NC(=O)CN(c1cc(OC)ccc1OC)S(=O)(=O)c1ccccc1 (stereo not drawn) | 9% | -3% | -0.6 | 42 | -0.2% | -7% | 8% | 3% | x | 4%
Cc1cc(C)cc(C(=O)OCC(=O)NCCNC(=O)COC(=O)c2cc(C)cc(C)c2)c1 | 0% | -2% | 0.2 | 55 | 0.3% | 0% | 1% | 8% | x | 7%
Cc1cc(=O)oc2c(C)c(OC(C)C(=O)NCCCN3CCOCC3)ccc12 (stereo not drawn) | 10% | -1% | 0.6 | 62 | -0.1% | -2% | -4% | -2% | x | 7%
CCC(CC)C1C(C#N)=C(N)Oc2cc(C)oc(=O)c21 (stereo not drawn) | -1% | -3% | 0.1 | 52 | -0.1% | 19% | 11% | 9% | i | -7%
COc1ccc(C(C(=O)NC2CCCCC2)N(C(=O)c2ccccn2)c2cccnc2)c(OC)c1 (stereo not drawn) | 7% | -3% | -1.6 | 40 | 0.5% | -8% | 7% | -2% | x | -6%

An excerpt from above in order of molar mass, ascending:
SMILES | AID2073 | NS5 inhibitors | NTR1 ag | NTR1 ag cell count 20 µM | GPR55 activation | GPR35 antagonists | MgcRacGAP inhibition | GPR55 LPI antagonism | Yfh1-depleted yeast | Large T inhibition | others
CCOC(=O)c1sc(NCC2CCCO2)nc1C (stereo not drawn) | -15% | 1% | 0.9 | 39 | -0.1% | -2% | -2% | 4% | i | 1%
COc1cccc(NC(=O)Nc2ccc3c(c2)nc(C)n3C)c1 | 10% | -8% | 0.3 | 64 | 0.2% | 1% | 19% | -2% | i | x
Cn1c(SCC(=O)Nc2ccc(Cl)cc2)nc(O)cc1=O | 6% | 2% | -0.4 | 52 | 0.3% | -6% | 11% | -6% | i | 7%
COc1ccccc1C1=Nn2c(COc3ccccc3)nnc2SC1 | 29% | x | 4.6 | 48 | -0.4% | -4% | x | 20% | i | 6%
Cc1cc(C)cc(C(=O)OCC(=O)NCCNC(=O)COC(=O)c2cc(C)cc(C)c2)c1 | 0% | -2% | 0.2 | 55 | 0.3% | 0% | 1% | 8% | x | 7%
COc1ccc(C(C(=O)NC2CCCCC2)N(C(=O)c2ccccn2)c2cccnc2)c(OC)c1 (stereo not drawn) | 7% | -3% | -1.6 | 40 | 0.5% | -8% | 7% | -2% | x | -6%
CCOC(=O)C1CCC/C1=N\NC(=O)CN(c1cc(OC)ccc1OC)S(=O)(=O)c1ccccc1 (stereo not drawn) | 9% | -3% | -0.6 | 42 | -0.2% | -7% | 8% | 3% | x | 4%

Source: PubChem (several laboratories)
